# Source: PubChem (National Center for Advancing Translational Sciences (NCATS))
# AmpC inh det: inhibitors of E. coli AmpC beta-lactamase with detergent; purified AmpC, nitrocefin hydrolysis with detergent; Potency, µM (titrated, usually from 28.7 µM), for inactives: top-dose activity change, negative = inhibition; 71,000 tested, 0.09% active; active means well fitted curve in the direction sought with a large enough effect
# Target sequence (P00811 whole entry, looked up): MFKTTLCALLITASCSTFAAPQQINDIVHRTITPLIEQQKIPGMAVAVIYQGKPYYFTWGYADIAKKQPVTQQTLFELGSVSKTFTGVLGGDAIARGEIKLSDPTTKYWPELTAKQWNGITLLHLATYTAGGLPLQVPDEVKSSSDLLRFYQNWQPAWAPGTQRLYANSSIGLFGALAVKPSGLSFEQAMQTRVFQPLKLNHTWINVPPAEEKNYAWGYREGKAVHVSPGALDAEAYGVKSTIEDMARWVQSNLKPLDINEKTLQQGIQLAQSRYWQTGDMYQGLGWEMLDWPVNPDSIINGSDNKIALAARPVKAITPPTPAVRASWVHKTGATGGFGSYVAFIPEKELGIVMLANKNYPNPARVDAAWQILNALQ
#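 E. coli AmpC (5.3 nM) in 20 mM phosphate pH 7.0 with 0.01% Triton X-100, preincubated 15 min RT with compound; nitrocefin (2 uL of 800 uM stock) hydrolysis followed by 480 nm absorbance every 20 s over 4 min.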
# * hit, by the source's call; [ ] = remark or other dose. On the % scale 0 is the no-effect control and ±100 the full control effect; potency means the concentration at half of the fitted maximal effect. This is a subset, so the mix of outcomes need not match the whole.
SMILES,AmpC inh det
N#Cc1nc(Cc2ccccc2)oc1NCc1cccnc1,0%
COc1ccc(CNc2ccnc(-c3ccc(C(=O)N(C)C)cc3)n2)c(OC)c1,8%
COc1ccc(C(c2nnnn2CC2CCCO2)N2CCN(c3ccc(F)cc3)CC2)cc1 (stereo not drawn),1%
C=C(C)CSc1nnc([C@@H](N)Cc2c[nH]c3ccccc23)o1,0%
O=S(N1CCCCCC1)C12CC3CC(CC(C3)C1)C2 (stereo not drawn),-4%
O=C(c1ccc(Cl)cc1)N1CCCCC(Sc2nnc(-c3ccc4c(c3)OCO4)o2)C1=O (stereo not drawn),-3%
CCOC(=O)Cc1cc(=O)c2c(=O)n(-c3ccccc3)[nH]c2[nH]1,11%
COCCN(C(=O)c1cccc(OC)c1)c1nnc(-c2ccncc2)s1,-3%
O=c1[nH]c2c(s1)C(c1ccco1)C1C3CCC(C3)C1S2 (stereo not drawn),-2%
CC(C)C[C@@H](CC(=O)N[C@@H](CCCN)CC(=O)N[C@@H]1CCCC[C@H]1C(=O)N[C@H](CC(=O)N[C@@H](CCC(=O)O)CC(=O)O)Cc1c[nH]c2ccccc12)NC(=O)[C@@H]1CNCC[C@H]1N,-6%
CSc1nc(N)nc(SCCS(=O)(=O)c2ccc(Cl)cc2)c1C#N,-2%
O=C(CSc1ccc2nnc(-c3ccccc3)n2n1)NCc1ccco1,-1%
O=C(Nc1ccccn1)c1cc(-n2cnnc2)ccc1Cl,-2%
C[C@@H](CO)NC(=O)[C@H]1C=C2c3cccc4[nH]cc(c34)C[C@H]2N(C)C1,2%
O=C(Nc1ccc(Cl)c(Cl)c1)c1ccncc1,5%
O=C(O)C1CC=CCC1C(=O)Nc1ccc(S(=O)(=O)N2CCCc3ccccc32)cc1 (stereo not drawn),-6%
N#Cc1c(NC(=O)CSc2nnnn2C2CCCC2)sc2c1CCCC2,0%
O=C(CC1(O)C(=O)N(Cc2ccccc2)c2ccccc21)c1ccncc1 (stereo not drawn),-1%
CCCCc1noc2c1/C(=N\O)CC(c1ccccc1)C2 (stereo not drawn),7%
N#Cc1nc(Cc2cccc3ccccc23)oc1NCCCN1CCOCC1,-1%
Cc1ccc(NC(=O)c2cccc(OCc3c(C)noc3C)c2)c(C)c1,23%
Cc1ccc(S(=O)(=O)CC(c2ccccc2)N2CCOCC2)cc1 (stereo not drawn),-6%
Clc1cccc(-c2nn3c(-c4ccncc4)nnc3s2)c1,0%
COCCn1c(=O)c(-c2cc(F)cc(F)c2)nc2cnc(Oc3ccc(OC)cc3)nc21,-1%
CNC(=O)c1ccccc1NC(=O)c1cccc(S(=O)(=O)N2CCC(C)CC2)c1,1%
SMILES,AmpC inh det
Cc1[nH]nc2c1C(c1ccc3c(c1)OCO3)C(C#N)=C(N)O2 (stereo not drawn),-6%
CC(C)(C)C(=O)Cn1c[n+](N)cn1,7%
CSc1nc(-c2ccccc2)nc2c1COC(C)(C)C2,-1%
CCOc1ccccc1NC(=O)N1CCC(c2nc3ccccc3[nH]2)CC1,17%
CCn1c(SCC(=O)OC2CCCCC2)nc2ccccc2c1=O,-1%
Cc1ccc(S(=O)(=O)N2CCC(C(=O)Nc3ccc4c(c3)COC4=O)CC2)cc1,-6%
CC(C)C=O,12%
Cc1cc(Oc2ccc(=O)n(C)n2)nc(Oc2ccc(=O)n(C)n2)n1,7%
CCn1c(SCC(=O)N2CCc3ccccc32)nnc1-c1ccncc1,12%
Cc1nn2c(-c3ccc(Cl)cc3Cl)nnc2s1,0%
Cc1ccccc1OCCC(=O)Nc1c(C)n(C)n(-c2ccccc2)c1=O,11%
C=CCN1C(=O)C2C(C(=O)NCc3ccccc3)C3C=CC2(O3)C1C(=O)NC(C)(C)C (stereo not drawn),-1%
CS(=O)(=O)N1CCCC(C(=O)NCc2ccccc2Cl)C1 (stereo not drawn),-8%
CCOC(=O)C1CCCCN1C(=O)CCc1c(C)nc2ncnn2c1C (stereo not drawn),-3%
O=C(c1cccs1)N1CCCC(c2nc(-c3ccc(F)cc3)no2)C1 (stereo not drawn),-1%
COC(=O)c1ccccc1NC(=O)c1ccc(COc2ccccc2)o1,-1%
Cl/C=C/Cl,10%
COc1ccc(-c2cc(C(F)(F)F)nc(N3CCN(c4ccc(F)cc4)CC3)n2)cc1OC,1%
OC(CN1C2=NCCN2c2ccccc21)c1ccc(Br)cc1 (stereo not drawn),-5%
COc1ccc(OC)c(C(C(=O)NCc2ccco2)N(C(=O)Cn2nnc3ccccc32)C(C)C)c1 (stereo not drawn),-2%
COC(=O)C1=COC(C)C2CN3CCc4c([nH]c5ccccc45)C3CC12 (stereo not drawn),7%
CN(C)C[C@@H](O)c1ccc(Cl)c2ccccc12,12%[5.75 µM]
CSCCC(C(=O)O)N1C(=O)c2ccc(C(=O)O)cc2C1=O (stereo not drawn),-2%
CCOC(=O)c1sc2ncn(/N=C/c3ccccn3)c(=O)c2c1C,0%
O=C(Nc1cccc(NC(=O)C2CC3CCCC(C2)C3=O)n1)C1CC2CCCC(C1)C2=O (stereo not drawn),-5%
SMILES,AmpC inh det
COc1cccc(NC(=O)Cc2cccs2)c1,-2%
COc1ccc(C2(C)NC(=O)N(Cc3cc(Cl)cc4c3OCOC4)C2=O)cc1OC (stereo not drawn),-6%
O=C(c1ccncc1)N1CCC[C@@]2(CCN(C(c3ccccc3)c3ccccc3)C2)C1,-1%
Cc1cccc(C2Nc3ccccc3C(=O)N2c2ccccc2)n1 (stereo not drawn),1%
O=C(c1cccs1)c1no[n+]([O-])c1C(=O)c1cccs1,-1%
COC(=O)c1ccc(CN(Cc2ccc(C(=O)OC)o2)C(C)(C)C)o1,-2%
O=C(OC1CCc2ccccc2C1=O)c1ccccc1O (stereo not drawn),-3%
COc1ccc(NC(=O)C2CCN(S(=O)(=O)c3cccnc3)CC2)cc1Cl,13%
Cc1cc(C)c2[nH]c(=O)c(C(c3nnnn3Cc3ccc4c(c3)OCO4)N3CCCC3)cc2c1 (stereo not drawn),-1%
CCn1c(COc2ccccc2C(N)=O)nc2ccccc21,-1%
COc1nc(Cl)nc(Cl)c1Cl (tested in a mixture with another compound),-4%[5.75 µM]
CCOC(=O)N1CCN(CC(=O)c2ccc3c(c2)CCN3)CC1,14%
c1ccc2c(c1)CNc1ccccc1O2,-1%
CCn1c(SCC(=O)N2CCCC2)nc2c(c1=O)SC(C)C2 (stereo not drawn),11%
CS(=O)(=O)N(CC(=O)NCc1ccco1)c1ccc(Cl)c(C(F)(F)F)c1,5%
CCCCOn1c(C)c(C(=O)OCC)c2c3no[n+]([O-])c3ccc21,-4%
Cc1ccc(S(=O)(=O)N2CCCC2C(=O)NC2=NCCS2)cc1 (stereo not drawn),-4%
COc1ccc(OC)c(S(=O)(=O)N2CCCCCC2)c1,-4%
O=C(Nc1nc2c(ccc3ccccc32)s1)c1ccco1,8%
COc1cc(C2C(C(=O)Nc3ccc(F)cc3)=C(C)Nc3nc(CCCO)nn32)cc(OC)c1OC (stereo not drawn),10%
COc1ccc(-c2nnc3ccc(SCC(=O)NCC4CCCO4)nn23)cc1 (stereo not drawn),-6%
[O-][n+]1onc2c1CCc1nnc(-c3ccccc3)cc1-2,8%
COC(=O)c1ccc(CSc2nnc(-c3ccncc3)n2Cc2ccccc2)o1,0%
O=C(Nc1ccccc1)N1CCCC2(CCN(C(=O)Oc3ccccc3)CC2)C1,0%
COc1cccc(/C=c2\sc3nc(-c4cccs4)nn3c2=O)c1OC,-5%

# Reprinted at random: 3 entries already listed.
SMILES,AmpC inh det
O=C(Nc1ccccc1)N1CCCC2(CCN(C(=O)Oc3ccccc3)CC2)C1,0%
COc1cc(C2C(C(=O)Nc3ccc(F)cc3)=C(C)Nc3nc(CCCO)nn32)cc(OC)c1OC (stereo not drawn),10%
CCOC(=O)N1CCN(CC(=O)c2ccc3c(c2)CCN3)CC1,14%

# Next records follow.
SMILES,AmpC inh det
CC(C)C(c1nnnn1Cc1ccccc1)N(Cc1ccco1)Cc1cccs1 (stereo not drawn),10%
Nc1c(C(=O)NCCN2CCOCC2)c2nc3ccccc3nc2n1-c1ccc2c(c1)OCO2,-5%
CC(=O)CC(=O)Nc1ccc2ccccc2c1,-2%[5.75 µM]
O=C(Cn1cnc2c(nnn2Cc2ccc(Cl)cc2)c1=O)NCc1ccco1,-4%
Cc1cc(C(=O)COc2ncnc3sccc23)c(C)n1C1CC1,-2%
CC1Oc2ccccc2N(CC(=O)NCCc2ccccc2)C1=O (stereo not drawn),13%
O=C(Nc1ncccc1O)c1cccc(S(=O)(=O)N2CCc3ccccc32)c1,-1%
CCCOC(=O)C1[C@H]2C(=O)N(CC3CCCO3)C[C@]23C=C[C@H]1O3 (stereo partly drawn),0%
O=C1NCCNC1(c1c[nH]c2ccccc12)C(F)(F)F (stereo not drawn),11%
O=c1c(CCc2ccccc2)nc2cnc(N3CCOCC3)nc2n1Cc1ccc(F)cc1,2%
O=C1CC[C@H](NC(=O)c2ccccc2)C(=O)N1,6%[5.75 µM]
OCCN[C@@H]1c2cc(Cl)ccc2-c2c(Cl)cc(Cl)cc21,-2%[5.75 µM]
CCCn1c(C)nc2c(NCCN3CCOCC3)nc(C)nc21,10%
CCOc1ccc(NC(=O)CSc2nnc(-c3ccncc3)n2CC2CCCO2)cc1 (stereo not drawn),1%
CCC1(C(=O)OC)NC(c2ccccc2OC)C2C(=O)N(C)C(=O)C21 (stereo not drawn),8%
Cn1c(=O)c(-c2ccccc2)nc2cnc(Oc3ccccc3)nc21,-2%
COc1ccc(C2C(C(=O)c3sc(C)nc3C)=C(O)C(=O)N2CCN(C)C)cc1 (stereo not drawn),-2%
CC(Sc1sc(=S)sc1SC(C)C(=O)O)C(=O)O (stereo not drawn),15%
O=c1ccc2cc3c([nH]c4ccc(Br)cc43)oc-2c1O,-1%
O=C(CSc1nccc(=O)[nH]1)Nc1ccc(Br)c(Cl)c1,-5%
CCCC(=O)Nc1nnc(Sc2ccc(N(C)C)cc2)s1,-1%
Cc1ccc(S(=O)(=O)N2CCC(C(=O)N3CCC[C@H]3C(=O)NCc3ccco3)CC2)cc1,-2%
COc1ccc(S(=O)(=O)N(CCc2ccccc2)CC(=O)NCCCO)cc1,-4%
Clc1ccc(OCc2nn3c(C4CCCCC4)nnc3s2)cc1,-5%
CCOc1ccc(-c2nc(C#N)c(NCc3ccc4c(c3)OCO4)o2)cc1,5%
SMILES,AmpC inh det
O=C(Nc1ccc(S(=O)(=O)NCCc2ccccc2)cc1)c1ccc(Br)o1,-6%
CCCCCCC(N)CC(=O)O (stereo not drawn),5%
COc1cc(C(=O)O[C@@H]2CC(C)=CC[C@@]3(C)CC[C@](O)(C(C)C)[C@H]23)ccc1O,-3%
O=C(C1CC1)N1CCN=C1SCc1ccccc1Cl,7%
O=C(CSc1nc2ccccc2nc1SCC(=O)N1CCOCC1)N1CCOCC1,3%
CC(=O)C1=C(Nc2ccc(C)cc2)CC(C)(O)C(C(C)=O)C1c1ccco1 (stereo not drawn),-3%
O=C(Nc1ccc2c(c1)OCO2)N1CCN(C/C=C/c2ccccc2)CC1,-5%
Cc1ccc(C(C(=O)NC2CCCC2)N(Cc2ccc(F)cc2)C(=O)c2csnn2)o1 (stereo not drawn),-2%
CCSC1=C(C#N)C(c2ccc(C)s2)CC(=O)N1 (stereo not drawn),10%
NCCc1nc(-c2nc(C(=O)O)cs2)cs1,-6%[5.75 µM]
COC(=O)C1=C(C)N(Cc2ccco2)C(=O)C1,1%
COc1cccc(NC(=O)N2CCCC2C(=O)NC(C)C)c1 (stereo not drawn),8%
Clc1ccccc1CNc1ncnc2nc[nH]c12,9%
CCOC(=O)c1cc(NC(=O)c2c(C)noc2C)cc(C(=O)OCC)c1,-4%
CCCC1(CCC)NC(=O)N(CC(=O)Nc2cccc(OC)c2)C1=O,-2%
Clc1ccc(CN2CCCN(Cc3ccc(Cl)cc3)C2c2cc3ccccc3c3ccccc23)cc1,-4%[5.75 µM]
CCn1nnc(NC(=O)c2c(OC)cccc2OC)n1,3%

# Molecules above that contain an NH in an aromatic ring, in the order listed:
SMILES,AmpC inh det
C=C(C)CSc1nnc([C@@H](N)Cc2c[nH]c3ccccc23)o1,0%
CCOC(=O)Cc1cc(=O)c2c(=O)n(-c3ccccc3)[nH]c2[nH]1,11%
O=c1[nH]c2c(s1)C(c1ccco1)C1C3CCC(C3)C1S2 (stereo not drawn),-2%
CC(C)C[C@@H](CC(=O)N[C@@H](CCCN)CC(=O)N[C@@H]1CCCC[C@H]1C(=O)N[C@H](CC(=O)N[C@@H](CCC(=O)O)CC(=O)O)Cc1c[nH]c2ccccc12)NC(=O)[C@@H]1CNCC[C@H]1N,-6%
C[C@@H](CO)NC(=O)[C@H]1C=C2c3cccc4[nH]cc(c34)C[C@H]2N(C)C1,2%
Cc1[nH]nc2c1C(c1ccc3c(c1)OCO3)C(C#N)=C(N)O2 (stereo not drawn),-6%
CCOc1ccccc1NC(=O)N1CCC(c2nc3ccccc3[nH]2)CC1,17%
COC(=O)C1=COC(C)C2CN3CCc4c([nH]c5ccccc45)C3CC12 (stereo not drawn),7%
Cc1cc(C)c2[nH]c(=O)c(C(c3nnnn3Cc3ccc4c(c3)OCO4)N3CCCC3)cc2c1 (stereo not drawn),-1%
O=C1NCCNC1(c1c[nH]c2ccccc12)C(F)(F)F (stereo not drawn),11%
O=c1ccc2cc3c([nH]c4ccc(Br)cc43)oc-2c1O,-1%
O=C(CSc1nccc(=O)[nH]1)Nc1ccc(Br)c(Cl)c1,-5%
Clc1ccccc1CNc1ncnc2nc[nH]c12,9%
